# Screening results: PubChem, The Scripps Research Institute Molecular Screening Center
# SRC1 TRFRET art – counter-screen for PPARgamma SRC-1 recruitment agonists: TR-FRET artefact. 99,000 tested, 0.34% active. TR-FRET ratio at 8 µM. TR-FRET detection artefact counter-screen, emission ratio; active compounds read high. AID 1051; in the data active means TR-FRET ratio above about 2300; further: inactives centre near 1800; reference of the scale not given here
# SRC3 TRFRET art – counter-screen for PPARgamma SRC-3 recruitment agonists: TR-FRET artefact; PPARgamma/SRC-3 format; active compounds read high; TR-FRET ratio at 8 µM; 99,000 tested, 0.39% active; in the data active means TR-FRET ratio above about 2000; further: inactives centre near 1600; reference of the scale not given here
# Starred values were filed as active, the others as inactive; & = joins results of further samples.
# Fields: SRC1 TRFRET art, SRC3 TRFRET art
Cc1nn(CC(=O)NCC2CCCO2)c(C)c1[N+](=O)[O-] (stereo unspecified)
  1834, 1863
O=C(NCCCN1CCOCC1)c1sc2ccccc2c1Cl
  1768, 1586
NS(=O)(=O)c1cccc(NS(=O)(=O)c2ccc(/C=C/C(=O)OCC(=O)c3ccc(Br)cc3)cc2)c1
  1636, 1335
CC(C)/C=N/NC(=O)c1cccc(N2CCCC2=O)c1
  1943, 1618
Cn1c(COc2ccccc2)nnc1SCCSc1nnc(COc2ccccc2)n1C
  1920, 1648
CC(C)Cn1c(N)c(C=O)c(=O)n(C)c1=O
  1864, 1727
CSCCCNC(=S)Nc1ccc(N2CCOCC2)cc1
  1817, 1423
CCOC(=O)N1CCC(N2Cc3cccc(C(=O)NCc4ccccc4OC)c3C2=O)CC1
  1940, 1619
COc1ccccc1N(Cc1ccccc1)S(=O)(=O)c1cccc(C(=O)O)c1
  1690, 1634
COc1ccc(NC(=S)NCc2cccnc2)cc1OC
  1811, 1484
CN(Cc1cn(C)c2ccccc12)C(=S)Nc1cc(F)cc(F)c1
  1827, 1621
Cc1ccccc1N=CC=C1OC(C)(C)C(C)(C)O1
  1728, 1436
Cc1cc(C)cc(OC2CCCCC2NS(=O)(=O)c2ccccc2)c1 (stereo unspecified)
  1509, 1556
COCCn1nnnc1C(c1cc2cc(OC)c(OC)cc2[nH]c1=O)N1CCN(c2ccc(O)cc2)CC1 (stereo unspecified)
  1673, 1860
O=C(CCc1nnc(COc2ccccc2)o1)NCc1ccc(Cl)s1
  1734, 1549
CC(C)Cc1nnc(NC(=O)CCC(=O)N2CCN(S(=O)(=O)c3ccccc3)CC2)s1
  1738, 1681
COc1c(C)cc(C(=O)C2CCCN(C(=O)c3cccc(F)c3)C2)cc1C (stereo unspecified)
  1880, 1614
CCOC(=O)c1c(NC(=O)CN(CC)CC)sc2c1CCN(C(=O)OCC)C2
  1844, 1504
Cc1cccc(N/N=C(\C=N\N)C(=O)c2ccc(Br)cc2)c1
  1757, 1384
N#C/C(=N/O)c1nc(-c2ccc(F)cc2)cs1
  1735, 1499
COc1ccc(S(=O)(=O)NCC2CCCN(Cc3cccnc3)C2)cc1 (stereo unspecified)
  1757, 1498
Cc1ccccc1-c1n[nH]c(=S)n1/N=C/c1ccc(-c2ccccc2Br)o1
  2950*, 2148*
N=C1/C(=C/c2cccn2Cc2ccc(Cl)cc2)C(=O)N=C2SC=CN12
  1700, 1628
C=CCNC(=O)c1ccc(C2SCC(=O)N2Cc2ccccc2)cc1 (stereo unspecified)
  1905, 1378
O=C(N/N=C/c1ccccc1OC(=O)c1ccc2c(c1)OCO2)c1cccc(F)c1
  1897, 1629
CCOc1ccc(C(=O)NC(C(=O)NCc2ccccc2OC)C(C)C)cc1 (stereo unspecified)
  1727, 1429
O=C(NCCN1C(=O)S/C(=C\c2ccc(Cl)c(Cl)c2)C1=O)c1cnccn1
  1995, 1726
O=C(CNC(=O)c1cccs1)NCC(=O)OCc1ccccc1Br
  1717, 1775
O=C(NC1CCCCC1)C1CCN(C(=O)NCc2ccccc2)CC1
  1995, 1582
Cc1nc2ccc(NC(=O)Cc3cccc(F)c3)cc2s1
  1750, 1293
c1ccc(Cn2nnc3c(N4CCC5(CC4)OCCO5)ncnc32)cc1
  1823, 1548
CCOC(=O)CC(=O)CSc1nc(-c2ccccc2)cc(-c2ccccc2)c1C#N
  2069, 2399*
COC(=O)c1sc(-c2ccccc2)cc1NC(=O)c1ccc(OC)cc1
  1558, 1444
Cc1ccc(NC(=O)NCc2c(C)nn(C)c2C)cc1Cl
  1777, 1613
NNC(=O)c1sc(-c2ccccc2)cc1N
  1960, 1546
CCOc1cc(C2NN=C(c3ccc(C)cc3)S2)ccc1O (stereo unspecified)
  1613, 1596
COCCNC(=O)/C(C#N)=C/c1cccc(NC(=O)c2ccccc2Cl)c1
  2128, 1746
COC(=O)c1c(NC(=O)COC(=O)c2ccc(O)cc2)sc2c1CCCCC2
  1907, 1441
CC1CCN(CCNC(=O)c2ccc(NC(=O)C3CCCO3)cc2)CC1 (stereo unspecified)
  1690, 1763
O=C(C[n+]1cc(-c2ccc(Cl)c(Cl)c2)n2c1CCC2)N1c2ccccc2Sc2ccccc21
  1645, 1780
O=C(CN1CCN(Cc2ccccc2)CC1)N/N=C\C=C/c1ccco1
  1951, 1684
O=C(O)CCc1ccc(-c2cccs2)o1
  1771, 1532
CN(C)S(=O)(=O)c1cc(NC(=O)CN2CCN(c3ccc(O)cc3)CC2)ccc1Cl
  1688, 1585
c1ccc(-n2cc(CN3CCCC3)c(-c3ccc4c(c3)OCO4)n2)cc1
  1712, 1677
CCC(C)NC(=O)NCc1ccccc1F (stereo unspecified)
  1953, 1509
O=C(CCC(=O)Nc1ccccc1Cl)NNC(=O)c1ccccc1[N+](=O)[O-]
  1672, 1383
Cc1ccc(C(=O)COC(=O)CCc2ccc(S(=O)(=O)N3CCCCC3)cc2)cc1
  1746, 1429
CCOC(=O)C1(Cc2ccccc2C(F)(F)F)CCN(C2CCCC2)CC1
  1680, 1488
CC(=N/O)/C(C)=N\NC(=O)c1ccccn1
  2062, 1565
COc1ccc([N+](=O)[O-])cc1NC(=O)CSCc1ccccc1
  1906, 1619
Cc1ccccc1OCc1csc(N)n1
  1925, 1593
CSc1ccc(CNCCN2CCOCC2)cc1
  1838, 1591
Cn1cc(/C=C(\C(=O)O)C(C(=O)O)=C2CCCCC2)c2ccccc21
  1776, 1492
O=C(N/N=C/c1ccccc1O)C(=O)Nc1ccccn1
  1770, 1443
O=C(CCl)N(c1ccccc1)C1CCCCC1
  1901, 1650
CCN(CC)CCN1C(=O)C(=O)/C(=C(/O)c2ccc(F)cc2)C1c1cccnc1 (stereo unspecified)
  1772, 1504
COCC(=O)Nc1c(C(=O)Nc2ccc3c(c2)OCCO3)oc2ccccc12
  1753, 1418
Cc1ccc(C)c(-n2c(Cc3cccs3)n[nH]c2=S)c1
  2001, 1948
CNS(=O)(=O)c1cc(NC(C)=O)c(C)cc1C
  1873, 1600
Cc1ccc(-c2ccc(=O)n(CC(=O)Nc3ccc4c(c3)OCCO4)n2)cc1
  1729, 1480

# (more compounds)
# Fields: SRC1 TRFRET art, SRC3 TRFRET art
Cc1ccc(S(=O)(=O)N2CCN(CCC#N)CC2)cc1
  1984, 1649
COc1cccc(CC2(CO)CCCN(Cc3ccccc3-c3ccco3)C2)c1 (stereo unspecified)
  1986, 1372
CSc1nc2nc3c(cc2c(=O)n1-c1ccccc1)COC(C)(C)C3
  1649, 1508
Cc1ccc(CCNC(=O)CCNS(=O)(=O)c2ccc3c(c2)oc(=O)n3C)cc1
  1766, 1880
Oc1ccc(NCc2cccc(OCc3ccccc3)c2)cc1
  1900, 1844
O=C1NC2(CCCCC2)C(=O)N1/N=C/c1ccccc1Br
  1700, 1693
O=C(Cc1c(O)c2ccccc2[nH]c1=O)NCc1cccc(F)c1
  1680, 1410
CCNC(=S)Nc1ccc(C)c(Cl)c1
  1779, 1642
CC(/C=C/c1ccccc1)=N\NC(=O)Cn1nc(C)cc1C
  1796, 1542
COc1ccc(-c2noc(CCC(=O)NCCc3cccc(C)c3)n2)cc1
  1846, 1654
O=C(NC1=NCCS1)c1ccc(Cl)c(S(=O)(=O)N2CCCCCC2)c1
  1898, 1738
FC(F)(F)c1ccccc1NC(=S)Nc1cccc2cnccc12
  1808, 1629
COCCCNC(=S)N1CCN(C(=O)c2ccco2)CC1
  1688, 1638
CCOc1ccc(N2C(=O)CNC2=S)cc1
  1799, 1545
O=C(NCc1ccc2c(c1)OCO2)c1ccc(Cl)s1
  1940, 1473
CCCc1ncc(C(O)(c2ccccc2)c2ccccc2)n1C
  1750, 1523
Cc1cccc(C(=O)NNC(=O)c2ccccc2C)c1
  1599, 1644
COc1cc(OC)cc(C(=O)O/N=C(\N)c2ccncc2)c1
  1867, 1644
CCOc1cc(/C=N/NC(=O)C(=O)N2CCCC2)ccc1O
  1453, 1470
COCC(=O)NCc1nc2ccccc2[nH]1
  1651, 1531
COc1ccc2c(c1)c(C(=O)N/N=C/c1ccc(OC)c(OC)c1)c(C)n2C
  1737, 1649
Cc1cc(Nc2ccc([N+](=O)[O-])cc2)nc2ccccc12
  1645, 1513
CCOC(=O)c1cnn(-c2nc(-c3ccccc3)nc3c2COC(C)(C)C3)c1N
  1940, 1418
CCC(C)(C)C1CCC(=NNC(=S)Nc2ccccc2)CC1 (stereo unspecified)
  1743, 1678
CN(C)c1ccnc2sc(C(=O)c3ccccc3)c(N)c12
  2046, 1714
CC(C)c1cc(NCc2ccccn2)n2c(nc3ccccc32)c1C#N
  1737, 1544
COc1ccc2nc(NC3=NC(C(=O)Nc4ccc(C)cc4)CC(=O)N3)nc(C)c2c1 (stereo unspecified)
  1865, 1702
COc1cc(C(=O)N2CCN(C(=O)C(Cc3cc(C)ccc3C)NC(C)=O)CC2)cc(OC)c1OC (stereo unspecified)
  1772, 1461
CC(C)CNC(=S)NNC(=O)CC(C)O (stereo unspecified)
  1787, 1416
Cc1ccc(CNC(=O)CCC2CCCN(Cc3ccc4cccc(F)c4n3)C2)o1 (stereo unspecified)
  1697, 1668
CC(C)=C1C2CCC1C1C(=O)N(c3ccc4c(c3)OCO4)C(=O)C21 (stereo unspecified)
  1960, 1516
CCc1nn2cc(C(=O)c3cc(C)ccc3O)cnc2c1-c1ccc(F)cc1
  1598, 1463
O=C(c1cc(=O)[nH]c2ccccc12)N1CCc2ccccc2C1
  1686, 1252
CCCCOc1ccc(-c2cnc3ccccc3n2)cc1
  1730, 1672
Cc1cc(C)n(Cc2ccc(Cl)nc2)n1
  1547, 1538
O=c1[nH]sc2ccccc12
  1829, 1444
COc1cc(/C=C/C(=O)OCC(=O)NCCc2ccccc2)cc(OC)c1OC
  1974, 1523
COc1ccc(O)c(CN2CCN(CCc3ccccc3)C(CCO)C2)c1 (stereo unspecified)
  1851, 1687
CCOC(=O)c1ccc(S(=O)(=O)NCC(c2ccc(N(C)C)cc2)c2c[nH]c3ccccc23)cc1 (stereo unspecified)
  1651, 1577
COC(=O)c1sccc1NC(=S)N1CCN(C)CC1
  1573, 1637
COC(=O)c1ccc(C)c(N(CCO)CCO)c1
  1660, 1738
O=C(CNC(=S)N(Cc1ccccc1)Cc1cccnc1)NCCN1CCOCC1
  1639, 1478
CCOc1ccc(NC(=S)Nc2cccnc2)cc1
  1658, 1599
CCCCCCNC(=O)C(=O)NCCc1ccc(Cl)cc1
  1852, 1562
Cc1cc(C)cc(NC(=O)/C(C#N)=C/c2cn(CC(=O)NCc3ccco3)c3ccccc23)c1
  2075, 1743
Cc1ccc2c(c1)c(C)c(C)n2CC(O)Cn1nc(C)cc1C (stereo unspecified)
  1809, 1771
CCN(CC(=O)NCc1ccc(F)cc1)c1ccc(S(C)(=O)=O)cc1[N+](=O)[O-]
  1911, 1578
COc1ccc(-c2nc(SC(CC(=O)NCCN3CCOCC3)c3cccs3)n[nH]2)cc1 (stereo unspecified)
  1849, 1535
CC(O)c1ccc(-n2cnnn2)cc1 (stereo unspecified)
  1624, 1471
CC1(C)S[C@@H]2[C@H](NC(=O)[C@H](N)c3ccccc3)C(=O)N2[C@H]1C(=O)O
  1876&1762, 1626&1441
CCOc1cccc2sc(N(CCN(C)C)C(=O)c3ccc(Br)s3)nc12
  1624, 1600
Cc1ccccc1NC(=O)COC(=O)c1cccnc1
  1718, 1600
CCOc1ccc(OCC(=O)Nc2ccc(OC)cc2[N+](=O)[O-])cc1
  1628, 1486
CCOC(=O)c1cc2c(=O)n3ccccc3nc2n(Cc2ccco2)c1=NC(=O)c1ccccc1OCC
  1682, 1358
COCC(C)n1c(SCC(=O)N(C)C2CCS(=O)(=O)C2)nc2ccccc2c1=O (stereo unspecified)
  1693, 1790
COc1ccc(C(CC(=O)O)NC(=O)c2cc3cc(Br)ccc3oc2=O)cc1OC (stereo unspecified)
  1705, 1406
O=C(O)CSc1nc2c(c(C(F)(F)F)n1)CCCC2
  1795, 1521
CCNc1nc(NCC)n2c(SCC(=O)c3ccccc3Cl)nnc2n1
  1855, 1606
CC(C)(C)NC(=O)CSc1nnc(-c2ccccn2)n1-c1ccccc1
  1653, 1414
COc1cccc(CN(C)CC(=O)NC(=O)NCc2ccccc2)c1
  1910, 1452
Cc1ccc(NC(=O)Cc2nc(CCl)cs2)cc1
  1851, 1714
Fc1cccc(Cl)c1-c1nnc2ccc(C(F)(F)F)cn12
  1903, 1626
Cc1cc(N/N=C/c2ccccc2)nc(NCc2ccccc2)n1
  1956, 1487

# Whole records from above:
# Record of `CC(C)=C1C2CCC1C1C(=O)N(c3ccc4c(c3)OCO4)C(=O)C21` (stereo unspecified) = SRC1 TRFRET art: 1960; SRC3 TRFRET art: 1516
# Record of `COc1cc(/C=C/C(=O)OCC(=O)NCCc2ccccc2)cc(OC)c1OC` = SRC1 TRFRET art: 1974; SRC3 TRFRET art: 1523

# Ordered by number of heavy atoms (largest number first): some entries from above
# Fields: SRC1 TRFRET art, SRC3 TRFRET art
COc1ccc(-c2nc(SC(CC(=O)NCCN3CCOCC3)c3cccs3)n[nH]2)cc1 (stereo unspecified)
  1849, 1535
O=C(CNC(=S)N(Cc1ccccc1)Cc1cccnc1)NCCN1CCOCC1
  1639, 1478
COc1cc(/C=C/C(=O)OCC(=O)NCCc2ccccc2)cc(OC)c1OC
  1974, 1523
CCc1nn2cc(C(=O)c3cc(C)ccc3O)cnc2c1-c1ccc(F)cc1
  1598, 1463
COc1cccc(CN(C)CC(=O)NC(=O)NCc2ccccc2)c1
  1910, 1452
O=c1[nH]sc2ccccc12
  1829, 1444
